# TROY signal inh: TROY signaling inhibition. inhibition, % at 10 µM. actives 0.98% (n = 360,000). Q293 LMP1-TROYcd NF-kB luciferase reporter, 4 h;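 active = compounds whose plate-normalised and pattern-corrected inhibition of the luciferase reporter signal at the single screening dose is 50% or more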
# TLR9-MyD88 block: TLR9-MyD88 interaction inhibition | Q9NR96+Q99836 | CHO BLA complementation TLR9-MyD88, CCF4 FRET ratio | inhibition, % at 4.98 µM | actives 0.21% (n = 340,000);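 active = inhibition above the mean over all tested compounds plus 3 SD, cut at about 21% in these data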;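 note: 0% = DMSO only wells and 100% = clavulanate BLA inhibitor control wells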
# NOD2 RIPK2 PPI: blocks binding of human NOD2 to RIPK2. CHO BLA complementation NOD2-RIPK2, CCF4 ratio. inhibition, % at 4.98 µM. actives 0.38% (n = 360,000). AID 624267; in the data active = inhibition above about 21%;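 note: 0% = vehicle only and 100% = reference blocker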
# SRC2 inh: human SRC2 (NCOA2) inhibition; Q15596; HEK293 GAL4-SRC2 luciferase reporter, luminescence; inhibition, % at 9 µM; actives 0.17% (n = 370,000);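 active = inhibition above the mean inhibition of all tested compounds plus 3 SD, set per campaign, cut at about 52% in these data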;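 note: 0% = DMSO treated cells and 100% = cells given Gossypol at 36 µM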
# TRAIL sens C8: caspase-8 TRAIL sensitization. NB7+C8 cells + TRAIL, ATPlite viability luminescence. inhibition (viability loss, TRAIL sensitization), % at 10 µM. AID 624354. actives 1% (n = 360,000);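 active = compounds causing at least 50% loss of cell viability in the single-dose screen, relative to plate controls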
# Vif imaging: blocks HIV Vif function; HEK293T cells, Vif self-association by quenched fluorescence, imaging, 24 h; inhibition, % at 7.49 µM; actives 0.35% (n = 340,000); in the data active = inhibition above about 50%, passing the limit was not always enough; note: some results filed as inactive read as strong as hits
# LRH-1 inv ag: inverse agonists of human LRH-1 (NR5A2); O00482; HEK293T StAR-luciferase reporter, LRH-1 transfected, 24 h; inhibition, % at 3.6 µM; actives 0.13% (n = 360,000);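 active = inhibition above the mean inhibition of all tested compounds plus 3 SD, cut at about 73% in these data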;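 note: 0% = DMSO wells and 100% = reporter-only cells lacking LRH-1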
# NCOA1 inh: human NCOA1 inhibition; Q15788; HEK293 GAL4-SRC1 luciferase reporter, luminescence; inhibition, % at 3.6 µM; actives 0.12% (n = 360,000); AID 588354;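 active = inhibition above the campaign mean plus 3 SD, with each screening campaign given its own cutoff, cut at about 60% in these data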;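 note: 0% = DMSO treated cells and 100% = gossypol at 36 µM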
# Target sequence (Q15788 whole entry, looked up, the tested form may be a part): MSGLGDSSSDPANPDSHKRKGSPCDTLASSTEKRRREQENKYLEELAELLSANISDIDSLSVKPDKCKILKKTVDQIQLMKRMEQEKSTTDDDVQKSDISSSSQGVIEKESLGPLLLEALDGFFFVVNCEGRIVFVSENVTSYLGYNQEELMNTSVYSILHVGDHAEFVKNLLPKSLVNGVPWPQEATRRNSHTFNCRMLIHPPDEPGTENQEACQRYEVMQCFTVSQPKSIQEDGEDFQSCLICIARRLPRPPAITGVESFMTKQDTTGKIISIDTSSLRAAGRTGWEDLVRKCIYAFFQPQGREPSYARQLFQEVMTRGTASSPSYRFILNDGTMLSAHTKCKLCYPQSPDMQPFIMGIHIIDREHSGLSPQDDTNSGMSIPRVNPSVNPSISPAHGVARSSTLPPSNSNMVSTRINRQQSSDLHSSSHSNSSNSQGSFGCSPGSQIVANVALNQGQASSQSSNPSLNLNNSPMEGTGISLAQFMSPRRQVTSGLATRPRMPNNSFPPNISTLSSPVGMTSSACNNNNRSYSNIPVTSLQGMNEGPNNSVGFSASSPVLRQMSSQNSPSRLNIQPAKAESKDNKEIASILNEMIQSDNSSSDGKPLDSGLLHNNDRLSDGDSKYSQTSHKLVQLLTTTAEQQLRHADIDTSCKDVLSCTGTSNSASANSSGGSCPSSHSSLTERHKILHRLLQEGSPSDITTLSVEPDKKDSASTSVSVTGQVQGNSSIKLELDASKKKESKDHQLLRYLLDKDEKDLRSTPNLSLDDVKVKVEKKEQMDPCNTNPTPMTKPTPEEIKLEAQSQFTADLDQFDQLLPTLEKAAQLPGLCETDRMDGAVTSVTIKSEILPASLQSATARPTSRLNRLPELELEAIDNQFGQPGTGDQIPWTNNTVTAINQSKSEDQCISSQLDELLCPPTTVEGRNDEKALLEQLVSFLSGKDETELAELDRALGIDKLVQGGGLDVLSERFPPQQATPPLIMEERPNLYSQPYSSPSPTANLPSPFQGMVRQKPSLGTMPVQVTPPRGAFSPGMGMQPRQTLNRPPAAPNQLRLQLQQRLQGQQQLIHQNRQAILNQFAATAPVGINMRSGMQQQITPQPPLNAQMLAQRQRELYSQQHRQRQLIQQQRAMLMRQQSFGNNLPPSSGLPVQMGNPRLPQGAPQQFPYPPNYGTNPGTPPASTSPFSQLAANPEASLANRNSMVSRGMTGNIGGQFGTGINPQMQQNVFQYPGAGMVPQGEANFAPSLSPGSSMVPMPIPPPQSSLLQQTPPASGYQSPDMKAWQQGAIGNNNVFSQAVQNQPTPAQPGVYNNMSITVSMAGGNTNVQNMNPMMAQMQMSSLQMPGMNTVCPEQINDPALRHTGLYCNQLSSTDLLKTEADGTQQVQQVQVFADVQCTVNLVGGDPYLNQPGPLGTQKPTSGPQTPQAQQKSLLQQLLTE
# EBV LMP1 NFkB: reduces LMP1-driven NF-kappaB luciferase signal. LMP1-induced NF-kappaB luciferase reporter cells, luminescence. inhibition, % at 12.5 µM. actives 0.69% (n = 350,000). AID 504558; in the data active = inhibition above about 41%;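 note: 0% = neutral control wells and 100% = reference inhibitor control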
# NR2F2 inh: NR2F2 (human) inhibition, primary screen; actives 0.7% (n = 370,000); inhibition, % at 8.6 µM; P24468; HEK293T NGFI-A luciferase reporter, luminescence;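 active = inhibition above a per-plate cutoff, mean inhibition of test wells between control levels plus 3 SD, cut at about 38% in these data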;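 note: cells cotransfected with COUP-TFII expression vector driving the NGFI-A reporter; 0% = median of COUP-TF2 test wells and 100% = reporter-only cells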
# SRC3 inh: inhibitors of human steroid receptor coactivator 3 (SRC3); inhibition, % at 3.6 µM; Q9Y6Q9; HEK293 GAL4-SRC3 luciferase reporter, luminescence; actives 0.17% (n = 360,000); AID 588352;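 active = inhibition above a per-campaign cutoff, the mean of all compounds plus 3 SD, cut at about 60% in these data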;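 note: 0% = DMSO-treated cells and 100% = gossypol-treated cells at 36 µM; higher means less SRC3-driven luciferase light from the GAL4 reporter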
# Starred values were filed as active, the others as inactive; . = no result given. An excerpt (hit frequency here may not be typical).
SMILES,TROY signal inh,TLR9-MyD88 block,NOD2 RIPK2 PPI,SRC2 inh,TRAIL sens C8,Vif imaging,LRH-1 inv ag,NCOA1 inh,EBV LMP1 NFkB,NR2F2 inh,SRC3 inh
Cc1ccc(/C=C2/NC(=O)N(Cc3ccccc3)C2=O)o1,-4,2,13,-25,-12,-4,-6,7,1,16,-8
COc1cccc(CC(=O)Nc2cc(C(F)(F)F)ccc2N2CCCC2)c1,-28,-2,-12,-22,-6,-7,12,0,1,16,6
CCOC(=O)[C@@H]1[C@H]2COc3ccc(Br)cc3[C@H]2N2C(=O)N(c3ccc(C)cc3)C(=O)[C@@]12C,-17,0,-7,-3,-6,-7,-1,-16,-8,0,5
COC(=O)c1cc(NC(=O)CN2CCOCC2)cc(C(=O)OC)c1,21,-4,-4,-17,2,22,0,-7,-1,-2,3
CCc1cccc(CC)c1NC(=O)COC(=O)CC1c2ccccc2CCN1S(=O)(=O)c1ccc(F)cc1 (centres undefined),-1,1,-1,-9,-8,3,5,7,-1,-4,14
Cc1ccc2nc3c(cc(C(=O)NC4CCCC4)c(=N)n3C3CCCCC3)c(=O)n2c1,7,-4,-14,-4,-4,-6,10,-90,-7,4,5
Cc1cccc(NC(=O)NC2(C)CCS(=O)(=O)C2)c1 (centres undefined),3,7,-2,-9,5,22,22,7,-5,-7,21
COC(=O)C1=C(C(=O)OC)[C@@H]2N(Cc3ccccc3)c3ccccc3[C@@]23C[C@@H](C(=O)OC)N(C(=O)NC2CCCCC2)C3=N1,3,-5,-3,-19,7,.,4,-3,11,9,-6
CC1CCc2onc(C(=O)O)c2C1 (centres undefined),-18,13,3,-6,-3,16,-2,3,4,-14,16
O=S1(=O)CC(N2CCCCC2)CN1CCc1ccccc1 (centres undefined),12,.,-6,4,-14,.,12,8,.,-9,4
Cc1c(NC(=O)C(C)OC(=O)c2cccnc2)c(=O)n(-c2ccccc2)n1C (centres undefined),9,5,1,4,-3,-4,17,-33,8,9,3
CN(C)NC(=S)Nc1ccc(Cl)cc1,-2,5,-9,5,1,-1,7,3,-7,7,9
Cc1cnc(C(=O)OCC(=O)N(CC(C)C)C2CCS(=O)(=O)C2)cn1 (centres undefined),-8,-8,3,5,-20,0,-2,4,2,-7,-2
COc1cc(C)ccc1OCc1cc(C(=O)N(C)CCCN2CCOCC2)no1,-53,3,-8,-39,18,-4,-64,-110,-25,-22,-67
Cc1onc(-c2ccccc2)c1C(=O)NCc1ccc(Cl)cc1,-3,-42,4,5,2,-3,0,-12,11,15,-28
COC(=O)c1sc(Nc2ccccc2)nc1C,-71,-5,-13,-44,-11,-5,-34,-27,-24,-17,-47
Cc1csc2nc(CSc3ccc(Cl)cc3)cn12,-53,-1,0,.,16,-2,-131,-117,-37,.,-73
COc1ccc(Cc2nc3ccc(C(=O)NCC4COCCO4)cc3o2)cc1OC (centres undefined),-23,6,-1,-14,-11,9,-3,1,-2,4,7
COc1ccc(-c2nc(NC(=O)Cn3cnnn3)sc2C)cc1,-7,-8,-3,-21,5,-5,-9,4,9,-16,2
Cc1cc2nnc(SCC(=O)Nc3cccc(S(=O)(=O)N4CCOCC4)c3)n2c2ccccc12,13,9,2,-14,22,4,4,19,-4,-7,-14
O=C(CCC1CCCN(C(=O)c2cc3ccccc3o2)C1)NCc1ccc(F)c(F)c1 (centres undefined),-20,-7,4,-24,4,-3,-43,-70,-21,-11,-53
O=C1CC(Cc2ccccc2)C(=O)N1c1ncccn1 (centres undefined),8,9,-8,23,8,-9,8,1,-2,-14,17
CCOc1ccc(N2C(=O)/C(=C/c3cc(OC)c(OC)c(OC)c3)N(CC(=O)OC)C2=S)cc1,-31,7,-11,11,3,-8,11,5,4,27,42
CCCCOc1ccc(S(=O)(=O)N2CCCCC2)cc1,5,1,-11,4,-14,3,-6,-8,-3,2,0
CCC(=O)Nc1cccc(NC(=O)CSc2nnc(-c3ccc(NS(C)(=O)=O)cc3)n2CC)c1,-5,-5,-9,15,-10,22,-1,2,8,7,2
Cc1ccccc1COC(=O)CCCC1=NS(=O)(=O)c2ccccc2N1,8,4,1,-7,-18,4,-16,-20,0,-6,5
CCCOc1ccc(C(CC(=O)O)NC(=O)C(c2ccccc2)c2ccccc2)cc1 (centres undefined),15,0,2,-11,1,3,-5,-6,2,-13,5
COCC(=O)Nc1nnc(C2CCCCC2)s1,-19,-6,4,-47,17,27,-22,-31,-9,4,-2
Cc1ccc(S(=O)(=O)NN2C(=O)c3ccccc3NC2(C)C)cc1,-6,0,6,-14,-4,0,3,-15,-3,0,-2
CC/C(C)=C1\SC(N2CCN(C(C)=O)CC2)=NC1=O,7,-9,-30,-29,2,-2,-3,-18,4,-9,-3
CC(C)c1ccc(NC(=O)c2ccc3c(c2)CCN3S(C)(=O)=O)cc1,14,-17,-10,-5,25,-4,-5,18,-14,9,-28
Cc1ccccc1NC(=O)CSc1nc2c(c(-c3ccco3)c1C#N)CCCC2,-15,0,-10,.,-3,12,12,-4,-20,.,-10
CC(C)Oc1ccc(C(=O)Nc2ccc3c(c2)n(C)c(=O)n3C)cc1,-14,-3,-13,-92,-2,1,7,-18,-26,-23,-2
Cc1ccc(-c2cc(C(=O)N3CCCc4ccccc43)no2)cc1,-54,-8,-17,-50,32,-5,-67,-55,-30,-39,-43
O=C(NCc1ccco1)C1CN(S(=O)(=O)c2ccccc2)CCN1S(=O)(=O)c1ccccc1 (centres undefined),2,2,1,-1,-11,4,-5,-16,1,-16,7
C[C@H](CO)N1C[C@H](C)[C@@H](CN(C)S(=O)(=O)c2cccs2)Oc2ccc(NS(=O)(=O)c3cn(C)cn3)cc2C1=O,-2,-2,-4,5,-17,-2,-10,-2,-11,-4,6
O=C1C2C3C=CC(O3)C2C(=O)N1N=Cc1ccc2c(c1)OCO2 (centres undefined),-45,-12,-8,-20,-6,0,-15,-56,-12,-5,-34
CCOC(=O)C1=C(C)NC(C)=C(C(=O)OCC)C1C(=O)OCC(=O)NC1CCCCC1,4,0,-11,1,12,-7,23,6,3,8,4
O=C(Nc1ccccc1N1CCOCC1)c1ccc(Cl)c(S(=O)(=O)NCc2ccco2)c1,3,2,-3,11,-7,-1,7,6,7,11,-11
CCCC(=O)N1CCC1(C)C(=O)NS(=O)(=O)c1ccccc1Cl (centres undefined),-4,.,-8,5,-9,-4,16,-23,.,-3,-1
Cc1ccc(N(C)S(=O)(=O)c2cccc(C(=O)NCCCN3CCCC3=O)c2)cc1,-3,0,-6,-17,1,2,5,-14,3,1,-21
CC(C)NC(=O)C1CCN(Cc2cnn(-c3ccccc3)c2-n2cccc2)CC1,.,10,-7,-3,-8,8,3,2,2,19,6
Cc1ccc(NC(=O)C2(C)CCN2Cc2cccc3c2OCO3)cc1O (centres undefined),4,.,-2,13,9,.,19,-4,.,11,-21
O=C(NCc1ccco1)c1ccc(COCC(F)(F)C(F)F)cc1,-11,-8,-1,-23,-12,-1,-16,-54,3,2,-22
Clc1ccc2nc(N3CCCCC3)sc2c1,-37,-3,-7,-16,16,.,-106,-124,-16,-60,-129
Cc1nnc(SCC(=O)NC(C)(C)C)n1NCc1c(F)cccc1Cl,1,-5,-20,-24,10,16,-10,-55,9,1,5
Cc1ccc2oc(C(=O)Nc3ccc(S(=O)(=O)Nc4onc(C)c4C)cc3)cc(=O)c2c1,-3,-5,-4,8,-17,-7,-15,3,-2,-24,-4
CC(=O)Nc1cc2c3ccccc3n(C)c2cc1[N+](=O)[O-],-30,-8,-9,-6,6,14,10,-18,-4,16,-11
Cc1c(Br)ccc(NC(=O)Cn2nc(-c3cccs3)ccc2=O)c1C,-41,-11,-8,-16,8,-4,7,-9,1,3,-27
OC1(c2cccnc2)CCN(Cc2nnnn2Cc2ccccc2)CC1,5,2,-7,-5,-2,-3,-21,-3,5,-3,14
CCC1COC(c2cccn2Cc2ccccc2Cl)=N1 (centres undefined),-2,8,-11,16,-5,1,5,-6,-5,10,-10
CCc1nc(Sc2nnnn2-c2ccccc2)c2c3c(sc2n1)CCCC3,55*,-5,11,-1,-2,18,18,11,13,-3,0

# Structures shown so far with an aryl thioether with sulfur outside any ring, in the order listed:
SMILES,TROY signal inh,TLR9-MyD88 block,NOD2 RIPK2 PPI,SRC2 inh,TRAIL sens C8,Vif imaging,LRH-1 inv ag,NCOA1 inh,EBV LMP1 NFkB,NR2F2 inh,SRC3 inh
Cc1csc2nc(CSc3ccc(Cl)cc3)cn12,-53,-1,0,.,16,-2,-131,-117,-37,.,-73
Cc1cc2nnc(SCC(=O)Nc3cccc(S(=O)(=O)N4CCOCC4)c3)n2c2ccccc12,13,9,2,-14,22,4,4,19,-4,-7,-14
CCC(=O)Nc1cccc(NC(=O)CSc2nnc(-c3ccc(NS(C)(=O)=O)cc3)n2CC)c1,-5,-5,-9,15,-10,22,-1,2,8,7,2
Cc1ccccc1NC(=O)CSc1nc2c(c(-c3ccco3)c1C#N)CCCC2,-15,0,-10,.,-3,12,12,-4,-20,.,-10
Cc1nnc(SCC(=O)NC(C)(C)C)n1NCc1c(F)cccc1Cl,1,-5,-20,-24,10,16,-10,-55,9,1,5
CCc1nc(Sc2nnnn2-c2ccccc2)c2c3c(sc2n1)CCCC3,55*,-5,11,-1,-2,18,18,11,13,-3,0

# From PubChem BioAssay
